# Compound activity as filed in PubChem.
# EPAC2 antag – blocks human EPAC2 exchange factor; Q8WZA2; EPAC2 GEF exchange of Rap1B-BODIPY-GDP, fluorescence; Potency, µM (series often up to 114 µM), for inactives: at the top dose activity, negative = inhibition, actives largely listed as inhibitors; 360,000 compounds, 0.18% hits; AID 720708; further: potency means the concentration at half of the fitted maximal effect; on the % scale 0 is the no-effect control and ±100 the full control effect; nearly all actives have a fitted effect of over 45% in size; many of its hits are not listed in these tables
# Target sequence (Q8WZA2 whole entry, looked up): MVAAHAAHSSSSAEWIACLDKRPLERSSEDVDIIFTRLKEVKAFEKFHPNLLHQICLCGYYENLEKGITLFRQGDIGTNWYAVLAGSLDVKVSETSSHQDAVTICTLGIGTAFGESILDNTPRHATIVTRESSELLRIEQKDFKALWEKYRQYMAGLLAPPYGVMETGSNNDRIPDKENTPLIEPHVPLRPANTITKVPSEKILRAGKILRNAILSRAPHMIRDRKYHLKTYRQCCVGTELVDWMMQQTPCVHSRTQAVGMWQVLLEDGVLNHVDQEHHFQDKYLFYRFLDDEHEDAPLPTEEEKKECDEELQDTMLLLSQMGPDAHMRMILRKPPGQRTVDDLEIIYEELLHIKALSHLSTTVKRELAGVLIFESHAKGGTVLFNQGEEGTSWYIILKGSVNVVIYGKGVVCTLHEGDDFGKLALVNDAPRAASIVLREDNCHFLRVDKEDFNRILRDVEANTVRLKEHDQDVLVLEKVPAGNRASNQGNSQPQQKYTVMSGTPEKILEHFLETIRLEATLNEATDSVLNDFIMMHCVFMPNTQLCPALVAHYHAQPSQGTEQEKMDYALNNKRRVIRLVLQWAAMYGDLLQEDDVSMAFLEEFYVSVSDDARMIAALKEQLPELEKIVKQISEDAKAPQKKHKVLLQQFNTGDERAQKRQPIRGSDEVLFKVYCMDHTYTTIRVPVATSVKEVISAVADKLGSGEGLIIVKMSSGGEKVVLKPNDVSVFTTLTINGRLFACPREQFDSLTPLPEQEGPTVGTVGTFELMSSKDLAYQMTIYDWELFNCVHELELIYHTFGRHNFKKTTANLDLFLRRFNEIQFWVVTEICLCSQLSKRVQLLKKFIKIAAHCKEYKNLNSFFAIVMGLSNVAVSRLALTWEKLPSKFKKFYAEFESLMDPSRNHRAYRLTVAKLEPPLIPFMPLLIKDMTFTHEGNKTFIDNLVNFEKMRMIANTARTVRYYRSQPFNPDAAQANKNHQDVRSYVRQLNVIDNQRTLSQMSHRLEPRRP
# aSyn yeast inh – alpha-synuclein toxicity inhibition in yeast; Yeast expressing alpha-synuclein, growth rescue, BacTiter-Glo, 24 h; Potency, µM (titrated, usually from 46.1 µM), for inactives: at the top dose growth rescue (activation), most hits filed as activators; 370,000 compounds, 0.14% hits; AID 652106; further: potency means the concentration at half of the fitted maximal effect; % of control where 0% means no effect; nearly all actives have a fitted effect of over 65% in size
#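 Rescue of yeast growth: cells expressing toxic alpha-synuclein, induced in galactose at OD600 0.02, incubated with compound 24 h at 30 C. ATP luminescence quantified growth; inhibitors of toxicity appear as activators.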
# EPAC2 agonist – activates human EPAC2 exchange factor. Q8WZA2. EPAC2 activation, biochemical qHTS; response scale: 100% = 6.5 mM cAMP response. Potency, µM (doses to about 154 µM), without a hit: top-dose activation, actives largely listed as activators. 360,000 compounds, 0.079% hits; further: potency means the concentration at half of the fitted maximal effect; nearly all actives have a fitted effect of over 50% in size
#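 Exchange assay: 100 nM EPAC2 with 250 nM Rap1B-BODIPY-GDP and 50 uM GDP. Fluorescence (ex 480/em 540 nm) read every 5 min for 30 min at room temperature. Data normalized to 6.5 mM cAMP as agonist control.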
# FUS yeast rescue – FUS proteinopathy suppression in yeast; S. cerevisiae FUS-expressing, growth rescue, OD600, 24 h; Potency, µM (series often up to 76.6 µM), without a hit: at the top dose growth rescue (activation), actives largely listed as activators; 390,000 compounds, 0.24% hits; AID 1347120;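 further: potency means the concentration at half of the fitted maximal effect; plate controls were DMSO vehicle for no effect and reference control for full effect; nearly all actives have a fitted effect of over 55% in size; some results filed as inactive show a strong effect at the top dose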
#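 Toxicity suppression screen in FUS-yeast. Cells induced with 2% galactose, starting OD 0.005, treated 24hr at 30C with compounds at multiple final concentrations; growth by OD600.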
# DRD3 antagonist – D3 dopamine receptor (human) antagonism; D3R cells, DiscoveRx beta-arrestin luminescence, antagonist mode; hits give low values; max response, negative = inhibition, %; 360,000 compounds, 2.5% hits; AID 652054; in the data active means max response below about -50%; inconclusive means no clear call, values can overlap the other calls; further: on the % scale 0 is the no-effect control and ±100 the full control effect; mostly tested at two doses, the higher about 12 µM
#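 Cells expressing the human receptor were seeded at 1500 cells/well, incubated overnight at 37 degrees C in 5% CO2, then exposed to library compounds with dopamine controls for 90 minutes at 37 degrees C before luminescent detection.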
# Abeta yeast res – A-beta toxicity reversal in yeast; AID 1347071; 410,000 compounds, 0.063% hits; Potency, µM (titrated, usually from 46.1 µM), for the others: at the highest dose growth rescue, hits mostly activators; yeast expressing A-beta42, growth rescue, OD600, 48 h; response scale: 0% DMSO, 100% iron-clioquinol control; further: potency means the concentration at half of the fitted maximal effect; nearly all actives have a fitted effect of over 55% in size
#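 Growth rescue measured by 600 nm absorbance after 48 h yeast culture at 30 C with compound. Values normalized between DMSO and an equimolar ferric chloride plus clioquinol control.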
# D3 ag – activates the human D3 dopamine receptor | D3R DiscoveRx beta-arrestin cells, luminescence, 90 min | max activation, % | 410,000 compounds, 0.58% hits; in the data active means max activation above about 30%; further: 0% is about no effect; mostly tested at two doses, the higher about 12 µM
#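 Agonist mode: compounds and dopamine controls were applied to plated cells for 90 min at 37 degrees C after an overnight attachment at 1500 cells/well. Luminescent read-out followed 30 - 60 minutes at room temperature with DiscoveRx detection reagent.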
# TDP-43 yeast inh – TDP-43 toxicity inhibition in yeast; TDP-43 expressing yeast growth rescue, BacTiter-Glo, 24 h; Potency, µM (top dose mostly 46.1 µM), for the others: at the highest dose growth rescue (activation), hits mostly activators; 410,000 compounds, 1.8% hits; AID 652104; further: potency means the concentration at half of the fitted maximal effect; % of control where 0% means no effect; nearly all actives have a fitted effect of over 50% in size
#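 Cell-based yeast growth screen: TDP-43 expression induced in galactose, inoculum OD600=0.02 after raffinose pregrowth to mid-log. Read-out BacTiter-Glo luminescence at 24 hr, 30 deg C; inhibition of toxicity seen as signal increase.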
# Starred values were filed as active, the others as inactive; ? = inconclusive; . = not tested or not shown; [ ] = remark or other dose. Unless noted, the call rests on the fitted dose curve; in most records, active means well fitted curve in the direction sought with a large enough effect; inconclusive means small, poorly fitted or top-dose-only effect, or another doubt; inactive means no such curve, though single readings can be large; an effect the other way counts as inactive or inconclusive. An excerpt; count on the stated rates, not on these rows.
no. | Structure | EPAC2 antag | aSyn yeast inh | EPAC2 agonist | FUS yeast rescue | DRD3 antagonist | Abeta yeast res | D3 ag | TDP-43 yeast inh
1 | O=C(COC(=O)C1CC(=O)N(c2ccccc2)C1)c1ccccc1 (stereo unspecified) | -2% | 6% | 11% | -12% | -13 | -7% | -5 | -7%
2 | O=C(NCc1ccccn1)c1cc(S(=O)(=O)N2CCCCCC2)ccc1Cl | 12% | 3% | 7% | . | 9 | 6% | -6 | ?
3 | Cc1nc(SCC(=O)N(CC(C)C)C2CCS(=O)(=O)C2)c2ccccc2n1 (stereo unspecified) | -22% | -2% | 1% | . | -27 | -1% | -2 | 15%
4 | O=C(NCc1cccs1)NC1CCCCC1 | 2% | 0% | 10% | -17% | 0 | 25% | 10 | -12%
5 | COc1ccc(OC)c(CN(CCN2CCOCC2)C(=O)Nc2cccc(Cl)c2)c1 | 4% | -3% | 6% | . | 0 | 0% | -9 | -8%
6 | COc1ccc(C(CNC(=O)c2cc3ccccc3o2)N2CCCC2)cc1 (stereo unspecified) | -10% | 3% | 4% | 8% | -84* | 17% | -30 | 12%
7 | C=CC(COCc1ccccc1)N(C(=O)OC(C)(C)C)S(=O)(=O)c1ccccc1Br (stereo unspecified) | -22% | 1% | 1% | 8% | 0 | 5% | 11 | -2%
8 | CCCOc1ccc(C2c3c(-c4ccccc4O)n[nH]c3C(=O)N2Cc2ccncc2)cc1OCC (stereo unspecified) | . | . | . | -18% | . | -14% | -11 | -7%
9 | COc1ccc(S(=O)(=O)Oc2ccc3cccc(N)c3c2)cc1 | -14% | ? | 8% | 19% | 14 | ? | 4 | 16µM*
10 | O=C(c1ccoc1)N1CCC2(CC1)Oc1ccc(Cl)cc1C(=O)C21CC(c2ccc(Cl)cc2)=NO1 (stereo unspecified) | 4% | 7% | 16% | ? | -16 | 8% | -8 | 11%

# 3 entries out of the list, arranged by SMILES length, largest number first:
no. | Structure | EPAC2 antag | aSyn yeast inh | EPAC2 agonist | FUS yeast rescue | DRD3 antagonist | Abeta yeast res | D3 ag | TDP-43 yeast inh
10 | O=C(c1ccoc1)N1CCC2(CC1)Oc1ccc(Cl)cc1C(=O)C21CC(c2ccc(Cl)cc2)=NO1 (stereo unspecified) | 4% | 7% | 16% | ? | -16 | 8% | -8 | 11%
5 | COc1ccc(OC)c(CN(CCN2CCOCC2)C(=O)Nc2cccc(Cl)c2)c1 | 4% | -3% | 6% | . | 0 | 0% | -9 | -8%
4 | O=C(NCc1cccs1)NC1CCCCC1 | 2% | 0% | 10% | -17% | 0 | 25% | 10 | -12%

# Further records follow.
no. | Structure | EPAC2 antag | aSyn yeast inh | EPAC2 agonist | FUS yeast rescue | DRD3 antagonist | Abeta yeast res | D3 ag | TDP-43 yeast inh
11 | CC(C)N(C(=O)C1CC(=O)OC12CCCCC2)C(C)C (stereo unspecified) | 7% | 3% | -14% | 24% | 7 | 22% | 1 | 0%
12 | CC(C)(C#CCN1CCCC1)OCCC#N | 13% | 7% | 0%[15.6 µM] | -19% | -8 | -6% | -2 | -10%
13 | C#CCOCCOCCOCCNc1nc(N2CCN(C(=O)Cn3cc(CCCCN)nn3)CC2)nc(N2CCN(C(=O)[C@H]([C@@H](C)CC)n3cc(CCCCN)nn3)CC2)n1 | 10% | -4% | 4% | -3% | -26 | 0% | -20 | 5%
14 | Cc1ccc(C2=NS(=O)(=O)N(C)C(C(=O)N3CCOCC3)=C2)cc1 | -5% | 1% | -6% | -19% | -1 | 5% | -4 | 9%
15 | CCNC(=O)NC(=O)C(C)SCc1ccccc1C (stereo unspecified) | 10% | 0% | 6% | 4% | -13 | ? | 0 | -11%
16 | CNC(=O)/C(C#N)=C\c1cc(C)n(-c2ccc(N3CCOCC3)cc2)c1C | 13% | -2% | -2% | 49% | -8 | -5% | 3 | -17%
17 | CCC(=O)N1CCc2cc(S(=O)(=O)NCCC(=O)NC(C)c3ccccc3)ccc21 (stereo unspecified) | . | . | . | 30% | . | -14% | 3 | 14%
18 | O=C(CCc1nc2ccccc2c(=O)[nH]1)OCc1cccc(C(F)(F)F)c1 | 1% | 8% | -10% | . | 46 | 0% | 3 | 17%
19 | CSc1nc(Nc2ccc(C)cc2C)cc(-c2ccccc2)n1 | . | . | . | 7% | . | 11% | 33* | ?
20 | CN(C)S(=O)(=O)Nc1cc(F)cc(F)c1 | 14% | -3% | 3% | 33% | -5 | -3% | -3 | -6%[9.22 µM]
21 | Cc1ccc2nc(Nc3cccc(Cl)c3C)c(-n3nc(C)cc3C)nc2c1 | . | . | . | -28% | . | -4% | 1 | 21%
22 | Cc1ccc(SCCN2CCN(C)CCC2=O)cc1 | 2% | 0% | 12% | -25% | ? | 1% | -42 | 14%
23 | CCOC(=O)c1cnc(SC)nc1Oc1cccc(NC(=O)c2ccc(C)cc2)c1 | -14% | -14% | -5% | -9% | 16 | 5% | 3 | 12%
24 | CCC(C)N(C(=O)c1csnn1)C(C(=O)NC(C)(C)C)c1ccccc1 (stereo unspecified) | 12% | -1% | -2% | 2% | 18 | -4% | 2 | -8%
25 | COc1ccc(F)cc1S(=O)(=O)N1CCN(C(=O)c2ccco2)CC1 | 7% | 5% | -1% | -1% | -4 | -4% | 4 | -1%
26 | Cc1ccc(C)c(NC(=O)C2CC(Cl)=CCC2C(=O)O)c1 (stereo unspecified) | -9% | -5% | 0% | 0% | -11 | 6% | 3 | -14%
27 | COC(=O)Cn1nc(-c2ccccc2)c2ccccc2c1=O | 9% | -28% | 4% | -7% | -14 | -9% | -8 | -24%
28 | CSc1ccc(C(=O)C2CCCN(S(=O)(=O)c3c(C)noc3C)C2)cc1 (stereo unspecified) | -10% | -6% | 11% | -33% | 19 | 14% | -8 | 0%
29 | O=C(O)c1ccccc1C(=O)NCc1ccc(F)cc1 | -2% | 4% | 0% | 1% | -16 | -2% | -14 | -5%
30 | COc1ccc(NS(=O)(=O)c2cc(NC(=O)CCNC(C)=O)ccc2N2CCOCC2)cc1 | 16% | -4% | 7% | 25% | 8 | 16% | 4 | -22%
31 | Cc1cc(-n2c(C)c3c(C)nnc(C)c3c2C)ccc1N | 2% | -3% | -3% | ? | 7 | 3% | 27 | -21%
32 | COc1cccc(-c2nc(CCl)cs2)c1 | -16% | -8% | 20% | 32% | -23 | -11% | -10 | 11µM*
33 | CCc1cccc(C)c1NC(=O)CN(C)Cc1cccc(F)c1 | 15% | 1% | 7% | 15% | 1 | -7% | 14 | -19%
34 | Cc1cccc(N2CCN(C(=O)c3cnc4c(C)cccn4c3=O)CC2C)c1 (stereo unspecified) | . | . | . | -3% | . | -14% | 2 | 8%
35 | O=C1N=C(N2CCOCC2)S/C1=C/c1cccs1 | -3% | -8% | 3% | 15% | 8 | -2% | 0 | -22%
36 | CN(CC(=O)Nc1ccc(Cl)cc1)C(=O)CNC(=O)Cc1cccc2ccccc12 | -19% | -4% | 5% | -8% | -24 | -11% | -4 | -8%
37 | CC(OC(=O)c1ccccc1NS(=O)(=O)c1cccc(N)c1)C(=O)N(C)Cc1ccccc1 (stereo unspecified) | -3% | 6% | 3% | . | -2 | 4% | -4 | 16%
38 | CCn1c(CN2CCN(c3cccc(C)c3C)CC2)n[nH]c1=S | 1% | 9% | -5% | 10% | 10 | ? | 5 | 10%
39 | CC1CCCC(NC(=O)c2cccc(N3CCCC3=O)c2)C1C (stereo unspecified) | -1% | 9% | 6% | -26% | 8 | 7% | 3 | ?
40 | O=C(CN1CCN(c2ccc(O)cc2)CC1)Nc1ccc2c(c1)OCCCO2 | 10% | 4% | 0% | 13% | -1 | -6% | 25 | 0%
41 | Cc1ccc(C2=[N+]([O-])C(C)(C)CC2)cc1 | 6% | 1% | -7% | -8% | 8 | 16% | 3 | 7%
42 | COc1ccc(C2C=C(c3ccc(Cl)cc3)Nc3nc(NC(=O)CCC(=O)O)nn32)cc1 (stereo unspecified) | . | . | . | -17% | . | -14% | 8 | 0%[9.22 µM]
43 | c1ccc(COC2CCCN(Cc3nc(-c4cccs4)no3)C2)nc1 (stereo unspecified) | 1% | 4% | 4% | 9% | 3 | 12% | 3 | -2%
44 | CCOC(=O)c1cccc(NC(=O)CSc2nnc(COc3ccccc3)n2CC)c1 | -4% | 3% | 12% | ? | -25 | 16% | 21 | 0%
45 | COc1ccc(-c2cc3nc(C)c(CCC(=O)NCc4ccco4)c(C)n3n2)c(OC)c1 | -1% | 3% | -3% | 31% | 4 | 14% | -6 | 20%
46 | O=Cc1ccc(OCc2nnc(-c3ccccc3Br)o2)cc1 | -8% | 2% | 15% | -22% | 3 | -10% | 4 | ?
47 | Cc1ccc(C2C=NN(c3ccccc3)C2=O)cc1 (stereo unspecified) | -5% | -13% | 8% | -27% | -28 | -9% | -2 | -12%
48 | Cc1ccc(NCN2C(=O)C3CC=CCC3C2=O)cc1 (stereo unspecified) | 10% | -9% | 1% | -5% | -11 | 6% | 3 | -7%
49 | CCN(CC)CCCN(Cc1cc2cc3c(cc2[nH]c1=O)OCO3)C(=S)NCCCOC | -8% | -10% | 7% | 8% | -4 | -6% | -11 | 1%
50 | Cc1cc(C)c(NC(=O)c2ccoc2C)c(C)c1 | 1% | 6% | 4% | -14% | 22 | 0% | 7 | 0%
51 | O=C(NCc1ccco1)c1noc2c1CCCC2 | -2% | 0% | 5% | 5% | 20 | 17% | -1 | -9%
52 | CCOc1ccccc1NC(=O)NC1CCCc2ccccc21 (stereo unspecified) | -6% | -7% | 10% | -10% | 2 | 16% | -3 | 8%
53 | Cc1ncc(CO)c(/C=N/NC(=O)c2cc(Br)ccc2O)c1O | -8% | -16% | 0% | 3% | 1 | -22% | 1 | 11%
54 | CC(C)c1ccc(CNCCCSc2ncccn2)cc1 | 7% | 8% | -2% | -9% | 112 | -23% | -4 | -18%
55 | CC1(C2CC2)NC(=O)NC1=O (stereo unspecified) | 6% | 9% | -2% | . | -13 | -10% | 2 | -6%

# One compound at a time, from the list above. Order of values: EPAC2 antag	aSyn yeast inh	EPAC2 agonist	FUS yeast rescue	DRD3 antagonist	Abeta yeast res	D3 ag	TDP-43 yeast inh
# Shown for CCOc1ccccc1NC(=O)NC1CCCc2ccccc21 (stereo unspecified) : -6%	-7%	10%	-10%	2	16%	-3	8%
# Shown for O=C(NCc1ccco1)c1noc2c1CCCC2 : -2%	0%	5%	5%	20	17%	-1	-9%
# Shown for CC(C)c1ccc(CNCCCSc2ncccn2)cc1 : 7%	8%	-2%	-9%	112	-23%	-4	-18%
# Shown for Cc1ncc(CO)c(/C=N/NC(=O)c2cc(Br)ccc2O)c1O : -8%	-16%	0%	3%	1	-22%	1	11%
